ERp5 inh – ERp5 (human) disulfide isomerase inhibition. actives 0.05% (n = 350,000). ERp5 insulin aggregation, absorbance 650 nm, 90 min. Q15084. AID 651711. inhibition, % at 9.99 µM;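 active = mean replicate inhibition above about 25%, with every replicate also reaching it, limit read from the data, passing the limit was not always enough; inconclusive = only one of those two criteria met; inactive = neither criterion met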
ERAP1 inh – inhibitors of human ERAP1 aminopeptidase; inhibition, % at 10.7 µM; recombinant ERAP1, Leu-AMC fluorescence, 60 min; actives 0.15% (n = 340,000); Q9NZ08;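 active = mean replicate inhibition of at least 30%, or all replicates individually reaching that 30% level; inactive = mean below 30% and not every replicate reaching it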;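 also: 0% = neutral control wells and 100% = L-leucinethiol positive control wells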
Target sequence (Q9NZ08 whole entry, looked up): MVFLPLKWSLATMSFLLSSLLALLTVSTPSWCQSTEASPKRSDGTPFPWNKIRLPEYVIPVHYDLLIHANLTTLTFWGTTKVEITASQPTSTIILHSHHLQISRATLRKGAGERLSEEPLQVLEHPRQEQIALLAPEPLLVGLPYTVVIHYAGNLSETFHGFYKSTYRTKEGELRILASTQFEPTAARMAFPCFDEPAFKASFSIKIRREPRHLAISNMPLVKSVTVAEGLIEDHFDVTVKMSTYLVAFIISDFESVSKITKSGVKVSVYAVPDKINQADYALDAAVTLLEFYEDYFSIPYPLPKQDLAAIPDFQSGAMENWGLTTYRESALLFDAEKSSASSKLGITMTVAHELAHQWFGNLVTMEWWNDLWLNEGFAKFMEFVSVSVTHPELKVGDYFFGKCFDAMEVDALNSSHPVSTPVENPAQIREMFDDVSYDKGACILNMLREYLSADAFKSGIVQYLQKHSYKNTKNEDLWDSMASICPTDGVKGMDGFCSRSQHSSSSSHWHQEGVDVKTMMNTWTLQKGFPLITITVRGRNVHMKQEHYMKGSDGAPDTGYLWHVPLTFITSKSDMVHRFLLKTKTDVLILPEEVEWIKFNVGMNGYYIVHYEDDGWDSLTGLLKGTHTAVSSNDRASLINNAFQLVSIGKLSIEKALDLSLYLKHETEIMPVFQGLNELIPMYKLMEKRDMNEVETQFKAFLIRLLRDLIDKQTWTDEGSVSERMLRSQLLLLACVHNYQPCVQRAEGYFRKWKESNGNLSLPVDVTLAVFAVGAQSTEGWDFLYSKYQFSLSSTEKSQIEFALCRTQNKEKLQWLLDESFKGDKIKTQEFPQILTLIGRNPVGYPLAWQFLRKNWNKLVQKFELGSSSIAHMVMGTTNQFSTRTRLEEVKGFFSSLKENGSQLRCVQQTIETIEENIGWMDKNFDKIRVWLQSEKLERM
CASP6 VEID inh – caspase-6 (human) enzyme inhibition. purified caspase-6, Z-VEID-R110 cleavage fluorescence. inhibition, % at 12.5 µM. actives 0.53% (n = 350,000). AID 686996;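 active = mean inhibition across replicates at least about 35%, with every replicate also reaching that limit, limit read from the data; inconclusive = only one of the two criteria met; inactive = neither criterion met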;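 also: 0% = median of neutral control wells and 100% = no fluorescence left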
F508del corr – correctors of CFTR F508del function in bronchial epithelial cells; CFBE cells, YFP halide quenching; stimulated with forskolin plus potentiator P3; % fluorescence drop versus neutral controls; activity (quench increase), % at 7.58 µM; actives 0.36% (n = 350,000); AID 720511;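 active = mean added fluorescence quench of at least 8% versus neutral control, with both replicates also reaching 8%; inconclusive = only one of the mean or replicate conditions met; inactive = mean below 8% and not both replicates reaching 8%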;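 also: cells transiently co-express mutant CFTR-F508del with the halide-sensitive YFP; corrector assay measuring rescue of mutant channel to the surface after 24 h compound exposure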
miR-122 sensor – inhibitors of miR-122 in Huh7 cells. Huh7 miR-122 Renilla luciferase sensor, 48 h; neutral wells = 0, positive control = 100. AID 602342. activation (reporter increase), % at 12.5 µM. actives 0.3% (n = 340,000);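 active = mean replicate activation score at least 90 and every replicate individually at or above 90; inconclusive = only one of the two criteria met; inactive = neither criterion met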;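 also: higher luciferase means less miR-122 activity so hits act as miR-122 inhibitors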
SIRT5 inh – blocks human SIRT5 desuccinylation of peptide; Purified SirT5, succinyl-peptide AMC, trypsin-coupled fluorescence; inhibition, % at 15 µM; actives 1.1% (n = 330,000); AID 652115; in the data active = inhibition above about 15%; inconclusive = no clear call, values can overlap the other calls
DENV2 CPE rescue – inhibitors of DENV2 cytopathic effect | CPE inhibition, % at 9.99 µM | actives 1.7% (n = 350,000) | AID 651640 | DENV2-infected cells, cytopathic effect rescue, plate reader; in the data active = CPE inhibition above about 20%, passing the limit was not always enough; inconclusive = no clear call, values can overlap the other calls; tested in BHK-21 cells;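 also: 0% = median of neutral control wells and 100% = median of positive control wells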
* marks the source's active call; other numbers are inactive results; ? = inconclusive; . = not tested or not shown; & = joins results of further samples; [ ] = dose if it differs, or a comment.

SMILES | ERp5 inh | ERAP1 inh | CASP6 VEID inh | F508del corr | miR-122 sensor | SIRT5 inh | DENV2 CPE rescue
Cc1ccc(NC(=O)CSCC(=O)Nc2cc(Cl)ccc2N2CCOCC2)cc1 | 0 | -2 | 5 | -3.6 | . | -2 | 18
CCC(=O)N1CCc2cc(S(=O)(=O)NCCC(=O)Nc3ccc(OC)cc3)ccc21 | 4 | -2 | 1 | 0.2 | -3 | 0 | -3
CCN1CC(=O)N2[C@@H](CO)[C@@H](c3ccc(Br)cc3)[C@@H]2C1 | 9 | 1 | -1 | -0.9 | . | 1 | -1
Cc1ccc(S(=O)(=O)N2CCOCC2)cc1NC(=O)CSc1nnc2n1CCCCC2 | 7 | 0 | -2 | 3.9 | . | 0 | 19
O=C(C[C@@H]1CC[C@@H]2[C@H](COC[C@@H](O)CN2Cc2ccncc2)O1)NCC1CC1 | 3 | -1 | -2 | -0.7 | 2[16.7 µM] | 5 | 4
Cn1cc[n+](C)c1COc1ccc(C=O)cc1 | -2 | -2 | -51 | -1.0 | -1 | -4 | 8
COc1ccc(CN(C)C[C@@H]2Oc3ccc(NC(=O)Nc4cccc5ccccc45)cc3C(=O)N([C@@H](C)CO)C[C@H]2C)cc1 | 4 | -3 | 6 | -0.8 | -9[16.7 µM] | 2 | 0
O=C(c1ccccc1)C12COc3ccccc3C1ON=C2c1ccccc1 (configuration not stated) | 0 | 4 | 0 | -1.8 | . | -2 | ?
CN1CCN(C(=O)c2ccc3c(c2)N(Cc2ccc(F)cc2)C(=O)c2ccccc2S3=O)CC1 (configuration not stated) | -5 | 5 | 0 | 2.9 | 2 | 0 | -3
CCCN(CC1CC1)C(=S)Nc1ccc(C(C)=O)cc1 | 3 | 2 | 1 | -0.6 | 4 | -2 | 0
COc1ccc(C2c3ccc4ccccc4c3Oc3ncn(CCCO)c(=N)c32)cc1OC (configuration not stated) | 0 | 4 | 3 | 15* | . | -1 | 11
Cc1c(NC(=O)C2C3C=CC(C3)C2C(=O)O)c(=O)n(-c2ccccc2)n1C (configuration not stated) | 2 | -3 | 36* | -2.3 | . | 0 | 9
Cc1ccc(S(=O)(=O)N(C)C)cc1NC(=O)COC(=O)c1ccc2ccccc2n1 | 0 | -1 | 1 | 1.0 | . | -2 | -3
C[C@H](CO)N1C[C@H](C)[C@H](CN(C)Cc2cccnc2)Oc2ncc(-c3ccc(C#N)cc3)cc2C1=O | -1 | 0 | 0 | 0.2 | -6[16.7 µM] | 7 | -4
COc1ccc(CN=C2NC(=O)CC(C(=O)Nc3ccc([N+](=O)[O-])cc3C)S2)cc1 (configuration not stated) | 3 | 4 | 4 | . | . | -5 | -6
C[C@H]1CN([C@@H](C)CO)C(=O)c2cccc(NC(=O)c3cnccn3)c2O[C@@H]1CN(C)C(=O)Nc1ccc2c(c1)OCO2 | -3&3 | 1&-3 | 0&-2 | -1.7&-1.6 | -7[16.7 µM] | -1 | -4
N#Cc1cccc(C2CC(OCCF)=CC(=O)O2)c1 (configuration not stated) | -9 | . | 2 | -0.4 | . | -4 | -1
O=C(O)c1ccccc1N(c1ccccc1)c1ccccc1 | -3 | . | 5 | -1.2 | 2 | -1 | -2
C/C=C/c1ccc([C@@H]2[C@H](CO)N(C(=O)CN(C)C)C23CN(C(=O)C2CCCCC2)C3)cc1 | -1 | 1 | -1 | 5.1 | . | -2 | ?
COc1ccc(C(=O)CSc2nc(C)cc(=O)[nH]2)cc1C | -1 | 1 | -1 | -1.6 | 2 | 2 | -6
C[C@@H](NC(=O)C[C@H]1C[C@@H]2c3cc(N(C)C)ccc3O[C@@H]2[C@@H](CO)O1)c1ccccc1 | 5 | -1 | 0 | -0.4 | -6[16.7 µM] | 4 | 10
COC(=O)[C@]12CCCCC=C1N(Cc1ccco1)C(=O)[C@H](CC(=O)NCCCN1CCCC1=O)C2 | -12 | 0 | -2 | -2.6 | . | 2 | 9
COc1ccc(NS(=O)(=O)c2cccc(C(=O)NCCCN3CCOCC3)c2)cc1 | 2 | 1 | 0 | -1.6 | -17 | -5 | -2
C[C@@H]1CCCCO[C@H](CN(C)CC2CC2)[C@H](C)CN([C@@H](C)CO)C(=O)c2cc(NS(=O)(=O)c3cccs3)ccc2O1 | 2 | 0 | 2 | -3.4 | . | 5 | 42*
COc1cccc(Nc2nc(C(N)Cc3ccc(Cl)cc3)cs2)n1 (configuration not stated) | -6 | -2 | 1 | -1.1 | -16 | . | -2
COc1ccc(CN(C)C[C@H]2Oc3ccc(NS(=O)(=O)c4ccc(C)cc4)cc3CC(=O)N([C@H](C)CO)C[C@H]2C)cc1 | -4 | -3 | 11 | 0.5 | 29[16.7 µM] | 8 | -6
Cc1ccc(CN2C(=O)CSC2c2cccnc2)cc1 (configuration not stated) | . | 0 | 0 | -0.5 | . | -2 | 9
O=S(=O)(N=C(NS(=O)(=O)c1ccc(Cl)cc1)c1ccccc1)c1ccc(Cl)cc1 | 6 | -1 | 5 | 1.7 | 2 | 4 | -2
CC(C)OCCCNC(=O)C1CCC(=O)N1C1CCCC1 (configuration not stated) | -3 | -3 | 0 | -1.8 | -1 | -1 | -3
Cc1cccc[n+]1CCCCCCCCCC[n+]1ccccc1C | 4 | -2 | -24 | 3.4 | -29 | 0 | 3
CCCc1cc(=O)oc2cc(OCC(=O)NCc3ccccn3)ccc12 | 5 | 0 | -2 | 0.8 | . | -1 | 2
CCOC(=O)/C=C(\C)N1N=C(c2ccccc2)CC1c1ccccc1 (configuration not stated) | -2 | 1 | -5 | -2.7 | . | -6 | 2
CCOC(=O)C1(CC2CC2)CCN(C(=O)c2cc(OC)nc3ccccc23)CC1 | -12 | 18 | -2 | 1.9 | 4 | 2 | 13
Cc1ccc(S(=O)(=O)N(C)C[C@@H]2OCCCC[C@@H](C)Oc3ccc(NC(=O)Nc4ccc(F)cc4)cc3C(=O)N([C@@H](C)CO)C[C@H]2C)cc1 | 3 | 1 | 1 | 4.5 | -12[16.7 µM] | -2 | ?
CCNC(=O)C(=O)NCC(c1cccs1)S(=O)(=O)c1ccc(C)cc1 (configuration not stated) | -1 | 0 | -13 | 0.1 | -6 | -2 | -1
COc1ccc(C(=O)CC(C(=O)O)c2ccc(OC)c(OC)c2)cc1OC (configuration not stated) | 2 | -4 | 2 | -1.4 | 2 | -5 | -2
O=C1ON=C(c2ccccc2)/C1=C/c1ccccc1 | 2 | -5 | 2 | -0.4 | 2 | 0 | ?
CCOc1ccc(NC(=O)[C@H](C)NC(=O)C2CC(=O)N(c3ccc(OC)cc3)C2)cc1 (some centres not stated) | 4 | 1 | -5 | 0.0 | -4 | 2 | 9
CC(=O)N1Cc2cc(C(=O)NCc3cc(F)cc(F)c3)nc(-c3cccc(C4=CCCC4)c3)c2[C@@H]1CCO | 0 | 3 | -1 | -1.9 | . | 7 | ?
Cc1ccc(-c2ccc(S(=O)(=O)N3CC(C)OC(C)C3)cc2)cc1 (configuration not stated) | 3 | 1 | -1 | 1.2 | -5 | -1 | -6
Cc1cccc(NC(=O)COC(=O)c2nn(-c3ccccc3C(F)(F)F)cc2O)c1C | 5 | 3 | -2 | -0.6 | -1 | -1 | ?
Cc1nn(C)cc1NC(=O)C[C@H]1CC[C@@H]2[C@H](COc3ccc(NC(=O)C4CCC4)cc3C(=O)N2C)O1 | 3 | 3 | 2 | 3.6 | 3[16.7 µM] | -4 | 10
CCCCN1C(N)=NC[C@@H]1C(C)O (some centres not stated) | 4 | . | 4 | 1.3 | . | . | 23*
CCc1sc(C(=O)N(CCOC)c2c(N)n(Cc3ccccc3)c(=O)[nH]c2=O)cc1C | -3 | -1 | -1 | -0.1 | 0 | . | -4
COCC(=O)Nc1ccc2c(c1)OC[C@@H](C)N(C)C[C@H](C)[C@@H](OC)CN(C)C2=O | -2 | -2 | -3 | -2.3 | -8[16.7 µM] | -1 | 2
Clc1ccc2scc(CN3CCCC3)c2c1 | 2 | . | -3 | 1.1 | . | -1 | 8
COc1cccc(OC)c1OCCOc1ccc(C(=O)c2ccccc2)cc1 | -4 | -1 | 3 | . | . | 17* | 0
O=C(C1CCCCC1)N1CC2(C1)[C@H](c1ccccc1)[C@H](CO)N2C(=O)NC1CCCC1 | -3 | -4 | 1 | 2.0 | . | . | 0
Cc1cc(C)c(S(=O)(=O)N2CCN(C(=O)CC(C)n3nc(C)nc3C)CC2)c(C)c1 (configuration not stated) | 0 | 13 | -3 | -2.3 | -3 | . | 10
COc1ccc(/C=N/OCC(=O)Nc2ccc3c(c2)OCO3)c(OC)c1 | 2 | 0 | 4 | -0.2 | 0 | -4 | 2
C[C@@H]1CCCCO[C@@H](CN(C)C)[C@H](C)CN([C@@H](C)CO)C(=O)c2cc(NC(=O)Nc3ccc(C(F)(F)F)cc3)ccc2O1 | 2 | -46 | -6 | -2.0 | 3[16.7 µM] | 3 | ?
O=C(NCc1ccccc1C(F)(F)F)C1CC(c2cc(C(F)(F)F)cc(C(F)(F)F)c2)=NO1 (configuration not stated) | 4 | 3 | -1 | 2.6 | -16 | -4 | -1
C[C@H](CO)N1C[C@H](C)[C@H](CN(C)S(=O)(=O)c2cn(C)cn2)Oc2ccc(NC(=O)Cn3cnnn3)cc2CC1=O | 7 | -1 | 0 | 4.7 | 3[16.7 µM] | -6 | -2
Cc1ccc(/C=C/c2onc(C)c2S(=O)(=O)N2CCC(C(=O)N3CCCCC3)CC2)cc1 | -13 | 0 | -4 | -1.4 | -1 | -1 | -3
COc1ccc(NC(=O)c2ccccc2CC[N+](=O)[O-])cc1 | -5 | -3 | -4 | 0.6 | 6 | -2 | .
COC(=O)[C@H]1[C@H](CO)[C@H]2Cn3c(ccc(-c4ccc(F)cc4)c3=O)[C@H]2N1S(C)(=O)=O | 4 | 1 | -2 | 2.7 | -5[16.7 µM] | -7 | -5

Part of the list above in order of heavy-atom count, lowest first.
SMILES | ERp5 inh | ERAP1 inh | CASP6 VEID inh | F508del corr | miR-122 sensor | SIRT5 inh | DENV2 CPE rescue
CCCN(CC1CC1)C(=S)Nc1ccc(C(C)=O)cc1 | 3 | 2 | 1 | -0.6 | 4 | -2 | 0
COc1ccc(C(=O)CSc2nc(C)cc(=O)[nH]2)cc1C | -1 | 1 | -1 | -1.6 | 2 | 2 | -6
COc1cccc(Nc2nc(C(N)Cc3ccc(Cl)cc3)cs2)n1 (configuration not stated) | -6 | -2 | 1 | -1.1 | -16 | . | -2
Cc1c(NC(=O)C2C3C=CC(C3)C2C(=O)O)c(=O)n(-c2ccccc2)n1C (configuration not stated) | 2 | -3 | 36* | -2.3 | . | 0 | 9
Cc1cc(C)c(S(=O)(=O)N2CCN(C(=O)CC(C)n3nc(C)nc3C)CC2)c(C)c1 (configuration not stated) | 0 | 13 | -3 | -2.3 | -3 | . | 10
CCc1sc(C(=O)N(CCOC)c2c(N)n(Cc3ccccc3)c(=O)[nH]c2=O)cc1C | -3 | -1 | -1 | -0.1 | 0 | . | -4
C/C=C/c1ccc([C@@H]2[C@H](CO)N(C(=O)CN(C)C)C23CN(C(=O)C2CCCCC2)C3)cc1 | -1 | 1 | -1 | 5.1 | . | -2 | ?
CN1CCN(C(=O)c2ccc3c(c2)N(Cc2ccc(F)cc2)C(=O)c2ccccc2S3=O)CC1 (configuration not stated) | -5 | 5 | 0 | 2.9 | 2 | 0 | -3
Cc1nn(C)cc1NC(=O)C[C@H]1CC[C@@H]2[C@H](COc3ccc(NC(=O)C4CCC4)cc3C(=O)N2C)O1 | 3 | 3 | 2 | 3.6 | 3[16.7 µM] | -4 | 10
C[C@H](CO)N1C[C@H](C)[C@H](CN(C)S(=O)(=O)c2cn(C)cn2)Oc2ccc(NC(=O)Cn3cnnn3)cc2CC1=O | 7 | -1 | 0 | 4.7 | 3[16.7 µM] | -6 | -2
COc1ccc(CN(C)C[C@H]2Oc3ccc(NS(=O)(=O)c4ccc(C)cc4)cc3CC(=O)N([C@H](C)CO)C[C@H]2C)cc1 | -4 | -3 | 11 | 0.5 | 29[16.7 µM] | 8 | -6

Screening results as filed in PubChem BioAssay.
